Compound activity as filed in PubChem BioAssay.
iPSC survival up = enhancers of single-cell hiPSC survival, primary screen, ATPlite luminescence. 360,000 tested, 0.044% active. AID 602274, 2012. survival enhancement, % at 20 µM. 100% = ROCK inhibitor wells, 0% = DMSO; in the data active = survival enhancement above about 18%;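 also: cells exposed to compounds for 16 hours before the ATP read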
NR2E3 ag-1 = inhibitors of NR2E3-RetCOR corepressor binding, primary screen, NR2E3 agonist project, biochemical, TR-FRET, GST-NR2E3, biotin-RetCOR; Photoreceptor-specific nuclear receptor (Homo sapiens), Q9Y5X4; 1536-well; inhibition of corepressor binding, % at 4.78 µM; 320,000 tested, 0.12% active; AID 2300, 2010;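 active = percent inhibition above the cutoff of mean plus 3 SD of all tested compounds, set per screening campaign, cut at about 20% in these data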;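 also: 0% = DMSO wells and 100% = biotin wells as full block of FRET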
Target sequence (Q9Y5X4 whole entry, looked up): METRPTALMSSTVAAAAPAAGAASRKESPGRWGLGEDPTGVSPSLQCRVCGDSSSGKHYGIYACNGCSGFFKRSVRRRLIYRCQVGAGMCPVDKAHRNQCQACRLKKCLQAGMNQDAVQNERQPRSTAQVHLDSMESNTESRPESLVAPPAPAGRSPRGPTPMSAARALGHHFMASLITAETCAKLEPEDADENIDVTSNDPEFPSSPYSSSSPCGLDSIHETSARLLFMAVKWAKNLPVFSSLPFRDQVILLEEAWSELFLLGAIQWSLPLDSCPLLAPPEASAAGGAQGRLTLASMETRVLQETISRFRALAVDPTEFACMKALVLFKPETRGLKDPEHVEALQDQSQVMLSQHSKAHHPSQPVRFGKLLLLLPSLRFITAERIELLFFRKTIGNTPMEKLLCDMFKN
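Material: NR2E3–RetCOR corepressor complex / Incubation: Compound–protein incubation for 5 h at 4 °C / Dosing: compound at 4.8 µM, single dose / Detection: time-resolved FRET / Benchmarks: high control biotin, low control 0.6% DMSO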
TRAIL sens C8 = viability loss with TRAIL in NB7+C8 cells, primary screen, TRAIL sensitizer project, cell-based, ATPlite luminescence; inhibition (viability loss, TRAIL sensitization), % at 10 µM; 360,000 tested, 1% active; AID 624354, 2012;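 active = compounds causing at least 50% loss of cell viability in the single-dose screen, relative to plate controls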
KKLEB tox = cytotoxicity in KKLEB CF airway cells, primary screen, cytotoxicity control for CF NF-kB inhibitor project, cell-based, uHTS, fluorescence assay plates. AID 602141, 2011. 360,000 tested, 0.36% active. KKLEB CF airway cells viability, ATPlite luminescence, overnight; hits give low values; cells stimulated with P. aeruginosa culture filtrate. activity change (cytotoxicity), % at 5 µM;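 active = corrected activity change at or below -50% at 5 µM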
Peg3 promoter = Peg3 promoter-driven luciferase inhibitors, primary screen, cell-based, HeLa, luciferase luminescence; HeLa PEG-Prom luciferase reporter, overnight; inhibition, % at 20 µM; 360,000 tested, 1.7% active;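 active = inhibition of at least 50% at 20 µM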
HIF-2a inh = HIF-2a reporter inhibitors, primary screen, luminescence, 786-0 RCC cells. 786-0 RCC cells HIF-2a reporter, luciferase luminescence, overnight. inhibition, % at 18.8 µM. 360,000 tested, 0.72% active;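 active = inhibition of the luminescence signal of 40% or more relative to plate controls, in a single-dose primary screen at 18.75 µM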
Shn3 3UTR inh = reduction of Shn3 3'UTR firefly luciferase signal, primary screen, Schnurri-3 inhibitor project, cell-based, Clone20 osteoblasts, set 2 | Clone20 osteoblast Shn3 3'UTR firefly luciferase, 24 h | 360,000 tested, 0.52% active | AID 588674, 2011 | inhibition, % at 12.5 µM;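 active = mean inhibition of at least 75% with every replicate also reaching 75%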;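 also: 0% = median of neutral control wells and 100% = pilot-screen positive control compound; some compounds past the cut are filed as inactive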
NR2E3 ag-2 = NR2E3 agonists in two-hybrid cells, primary screen, cell-based, luminescence, CHO-S, Gal4-NCOR/VP16-NR2E3; luciferase; 360,000 tested, 0.35% active; AID 602229, 2012; inhibition of corepressor binding, % at 3.98 µM;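 active = inhibition above the mean of all tested compounds plus 3 SD, cut at about 70% in these data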;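 also: 0% = DMSO with NR2E3 transfected cells and 100% = cells lacking NR2E3 construct; higher means lower luciferase signal from less NR2E3 corepressor binding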
CF NFkB block = inhibitors of PAF-induced NF-kB signaling, primary screen, cell-based, GFP fluorescence, uHTS; KKLEB NF-kB-GFP reporter, GFP fluorescence overnight; AID 588850, 2011; inhibition, % at 5 µM; 360,000 tested, 0.86% active;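 active = at least 50% inhibition at 5 µM, scaled per plate between neutral and stimulator controls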;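 also: PAF is a Pseudomonas aeruginosa culture filtrate used as stimulus; plate controls were PAF-stimulated DMSO wells for no effect and unstimulated DMSO wells for full effect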
TRPM1 prom inh = inhibitors of MITF-dependent TRPM1 promoter reporter, primary screen, cell-based, SK-MEL-5, single point, luciferase; 330,000 tested, 0.83% active; AID 488899, 2010; SK-MEL-5 TRPM1 promoter luciferase, 24 h; inhibition, % at 12.5 µM;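 active = mean inhibition across replicates of 60% or more, whatever share of single replicates reaches that level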; also: values of inactives mirror those of a sister screen read the other way
LMP1 NFkB inh = EBV LMP1-driven NF-kappaB luciferase reporter inhibitors, primary screen, cell-based, luminescence, single point; 350,000 tested, 0.69% active; inhibition, % at 12.5 µM; LMP1-induced NF-kappaB luciferase reporter cells; AID 504558, 2011; in the data active = inhibition above about 41%;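 also: 0% = neutral control wells and 100% = reference inhibitor control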
Numbers without * were called inactive; . = no result given.

The line under a structure holds: NR2E3 ag-2	TRPM1 prom inh	KKLEB tox	TRAIL sens C8	Peg3 promoter	LMP1 NFkB inh	Shn3 3UTR inh	HIF-2a inh	iPSC survival up	CF NFkB block	NR2E3 ag-1
1. COc1ccc(CCNC(=O)C(=O)NCC2OCCN2S(=O)(=O)c2ccc(C)cc2)cc1OC (configuration not stated)
→ -8	.	-6	7	7	6	27	1	-1.2	7	1
2. CCC1(C)Cc2c(C#N)c(N)n(-c3ccccc3)c(=O)c2CO1 (configuration not stated)
→ -22	-10	10	-17	2	7	-12	23	0.6	8	0
3. O=C(C1CCCN(Cc2ccccc2Cl)C1)N1CCCCC1 (configuration not stated)
→ 0	8	0	0	-4	-3	16	14	-0.5	2	-2
4. O=C(C1CCC1)N1CCN(S(=O)(=O)c2ccc(Br)cc2Cl)CC1
→ 6	13	-7	3	-3	0	13	4	-0.3	1	1
5. CC(Nc1cccnc1)=C(C#N)C#N
→ -18	8	3	-11	4	0	-14	16	0.3	8	-2
6. O=C(Nc1ccc2oc(-c3ccc4ccccc4c3)nc2c1)c1ccc2c(c1)OCCO2
→ -57	1	-16	3	-15	-70	4	-77	-0.9	20	-3
7. CCCCCC(=O)N1CCN(S(=O)(=O)c2ccc3c(c2)OCCO3)CC1
→ -12	1	13	9	14	1	-5	22	-0.3	3	2
8. NC(=O)c1ccc(NCCc2ccco2)cc1
→ 11	.	-6	-8	-25	.	-45	-35	1.4	25	.
9. CCOC(=O)c1ccc(NC(=O)c2ccc(OC(C)C)c(OC)c2)cc1
→ -26	-13	2	10	-14	9	18	-15	-0.7	6	-1
10. CCn1nnc(NC(=S)NC(=O)c2ccc(-c3cccc(Cl)c3)o2)n1
→ -5	-4	19	-7	-11	6	-1	-9	-0.4	10	-1
11. COc1cc(CCC(=O)N2CC(C)OC(C)C2)cc(OC)c1OC (configuration not stated)
→ 13	8	-2	2	18	-3	-5	17	-0.5	-9	0
12. CC1=C(C(=O)Nc2ccccc2)C(c2ccco2)NC(=O)N1 (configuration not stated)
→ 3	-6	-8	-24	13	-1	5	5	-0.1	9	3
13. COc1ccc2[nH]c3c(c2c1)CCN1C(=O)C(CC(=O)NCc2cccc(C(F)(F)F)c2)C[C@H](C(=O)N2CCCCC2)[C@@]31C (some centres not stated)
→ 7	21	11	-2	8	2	9	0	-0.8	-3	.
14. COC(=O)COc1ccc(S(=O)(=O)N2CCN(c3ccc(F)cc3)CC2)cc1
→ -9	-7	0	-10	-1	1	-12	46*	-1.0	8	2
15. CC(=O)c1ccc(S(=O)(=O)N2CCN(S(=O)(=O)c3ccccc3C(F)(F)F)CC2)cc1
→ -8	5	-4	7	-3	3	-11	8	-0.4	-9	4
16. CCCCC(=O)Nc1cccc(NC(=S)NC(=O)C(C)C)c1
→ -14	7	0	-8	-98	0	25	-42	-0.3	-4	-3
17. O=C(CSc1ncnc2nc[nH]c12)N1CCN(c2ccc(Cl)cc2)CC1
→ -2	1	5	18	17	-2	20	17	-2.1	-5	3
18. CCCn1c(CNC(=O)Cc2ccccc2)nc2ccccc21
→ -11	6	-1	7	4	3	-20	-7	2.5	-14	2
19. CCOc1cc(CNC(=O)CCCn2c(=O)c3cccn3c3cccnc32)cc(OCC)c1OCC
→ -10	-14	-5	-5	5	-2	-6	7	-0.3	3	0
20. NNc1nc(-c2ccccc2Cl)nc2ccccc12
→ -20	9	4	0	0	-4	5	11	-0.7	-7	3
21. Cc1ccccc1Cc1c(C)nc2nc(SCC(=O)NCc3ccco3)nn2c1C
→ -21	4	-4	2	9	5	-5	2	-1.2	-8	0
22. COc1ccc(-c2nnc(Nc3ccc(CC(N)=O)cc3)c3ccccc23)cc1
→ 12	0	16	-5	22	-3	-8	22	-0.1	-20	-1
23. CCCC(=O)Nc1ccc(C(=O)NNC(=O)COc2ccc(Br)c(C)c2)cc1
→ 0	9	-10	1	5	2	-2	-1	6.3	-7	2
24. CC1=NN(C(=O)c2ccccc2C)C(O)(c2ccc(Cl)cc2)C1 (configuration not stated)
→ -36	0	10	-17	-7	3	-11	16	-0.5	-5	.
25. CC(C1CC1)N(Cc1ccccc1)C(=S)Nc1cccc(C(F)(F)F)c1 (configuration not stated)
→ 11	12	8	-25	21	4	35	15	-0.7	22	2
26. COc1ccc(Oc2ccccc2/C=N/O)cc1
→ -43	-3	-6	6	-24	8	-4	1	4.2	27	3
27. O=C(CNC(=O)c1cccc(F)c1)N/N=C/C=C/c1ccccc1
→ 10	-4	4	6	0	-4	3	1	-0.3	-13	7
28. Cc1cccc(OCC(=O)NCCCNC(=O)c2ccc(C)nc2)c1
→ 27	0	1	-1	4	-9	0	11	0.4	-1	0
29. Nc1ccc(C(=O)Nc2ccco2)cc1
→ 0	-10	-6	-13	-24	-2	-16	-19	-1.2	1	-1
30. Cc1ccc(-c2cc(-c3ccc(F)cc3)nc(N)c2C#N)o1
→ -22	9	4	-9	20	4	-3	9	-0.8	8	-1

The final 2 records of the section above open the next one.
The line under a structure holds: NR2E3 ag-2	TRPM1 prom inh	KKLEB tox	TRAIL sens C8	Peg3 promoter	LMP1 NFkB inh	Shn3 3UTR inh	HIF-2a inh	iPSC survival up	CF NFkB block	NR2E3 ag-1
29. Nc1ccc(C(=O)Nc2ccco2)cc1
→ 0	-10	-6	-13	-24	-2	-16	-19	-1.2	1	-1
30. Cc1ccc(-c2cc(-c3ccc(F)cc3)nc(N)c2C#N)o1
→ -22	9	4	-9	20	4	-3	9	-0.8	8	-1
31. CCCCOC(=O)NC1(C)CCS(=O)(=O)C1 (configuration not stated)
→ -2	0	-1	3	-10	-3	7	-1	5.6	10	-1
32. Nc1nc(NCC(=O)O)nc(NC2CCCCC2)c1[N+](=O)[O-]
→ -19	3	-4	4	19	1	-2	26	-0.5	11	.
33. O=C(NCc1cccnc1)c1cc(C2CCCCN2S(=O)(=O)c2cccc3cccnc23)on1 (configuration not stated)
→ -12	.	10	-3	4	.	13	4	-2.3	-14	.
34. COc1ccc(C(=O)CSc2nnc(-c3ccccn3)n2Cc2ccco2)cc1
→ -25	-5	-27	5	14	-21	0	5	-1.9	12	0
35. CCc1nc(CN2CCN(c3ccc(C(F)(F)F)cn3)CC2)c(C)[nH]1
→ 6	23	-9	4	13	26	36	5	1.3	7	3
36. O=C(NCc1ccc2c(c1)OCO2)C1CCCN1C(=O)Nc1ccc(Cl)cc1 (configuration not stated)
→ -27	2	6	-7	-2	-1	1	5	5.0	5	3
37. CCOC(=O)C1C(c2ccccc2Cl)NC(=O)N(C)C1(O)C(F)(F)F (configuration not stated)
→ 36	-2	12	4	32	-5	9	5	-1.8	-5	1
38. O=C(CSc1nc2ccccc2s1)Nc1ccc(Cl)c(C(=O)O)c1
→ -32	-2	6	-1	4	-1	-7	7	-1.7	-4	2
39. CC(=O)Oc1ccc(Cn2c(C)c(C(=O)NCc3cccc(C(F)(F)F)c3)sc2=O)cc1
→ 15	.	0	17	23	.	17	13	0.2	12	.
40. COc1ccc(S(=O)(=O)Nc2cccc(F)c2C)cc1C(=O)N1CCOCC1
→ -10	5	6	-7	10	-2	-2	1	2.0	3	0
41. Cc1ccc(N(C(=O)c2ccco2)C(C(=O)NC2CCCC2)c2ccco2)c(C)c1 (configuration not stated)
→ -9	4	-4	4	20	-4	5	12	1.8	-1	-2
42. Cc1cccc(C)c1NC(=O)COC(=O)c1ccc(N2CCCC2)c([N+](=O)[O-])c1
→ -2	3	8	-1	10	-2	-5	4	-0.8	-4	-4

Copied from the listing, 4 compounds:
The line under a structure holds: NR2E3 ag-2	TRPM1 prom inh	KKLEB tox	TRAIL sens C8	Peg3 promoter	LMP1 NFkB inh	Shn3 3UTR inh	HIF-2a inh	iPSC survival up	CF NFkB block	NR2E3 ag-1
31. CCCCOC(=O)NC1(C)CCS(=O)(=O)C1 (configuration not stated)
→ -2	0	-1	3	-10	-3	7	-1	5.6	10	-1
32. Nc1nc(NCC(=O)O)nc(NC2CCCCC2)c1[N+](=O)[O-]
→ -19	3	-4	4	19	1	-2	26	-0.5	11	.
33. O=C(NCc1cccnc1)c1cc(C2CCCCN2S(=O)(=O)c2cccc3cccnc23)on1 (configuration not stated)
→ -12	.	10	-3	4	.	13	4	-2.3	-14	.
34. COc1ccc(C(=O)CSc2nnc(-c3ccccn3)n2Cc2ccco2)cc1
→ -25	-5	-27	5	14	-21	0	5	-1.9	12	0

This is a subset; count on the stated rates, not on these rows.
